Compound activity: PubChem BioAssay, several laboratories
T cell modulator = T cell immune modulators affecting CD8 T cell-vesicle binding; calls only at 7 µM; 0.068% of 330,000 active; 2C CD8+ T cell-vesicle binding, flow cytometry; active compounds read low;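 active = response, share of CD8 T cells binding vesicles, and their 90th percentile fluorescence all below set limits, cut at about 80% in these data, passing the limit was not always enough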
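System: murine 2C transgenic CD8+ T lymphocytes; also added: QL9-loaded Drosophila micro-vesicles; times: binding 1.5 h at 37 °C; measured by: flow cytometry, PE anti-B7-1 (FL2) versus Alexa647 anti-CD8 (FL8), PFA-fixed; control set: Peptide-free naked vesicles (low) and QL9 vesicles with 0.7% DMSO vehicle (high)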
PhoP inhibition = PhoP-dependent GFP reporter repression – Salmonella Typhimurium, primary screen (AID 1863) | 0.16% of 300,000 active | S. Typhimurium PhoP-regulated promoter GFP reporter, 4 h; higher % means a stronger effect | inhibition, % at 50 µM, or IC50 in µM where a hit was titrated;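 active = inhibition over 29.93%, a cutoff 3 SD above the screen mean, later confirmed by dose response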;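 note: 0% = low Mg2+ inducing control and 100% = high Mg2+ repressing control; strong numbers were not always called active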
Lipid droplet = hepatic lipid droplet formation modulation | AID 1656 | inhibition, % at 6.5 µM | 0.4% of 240,000 active | AML12 mouse hepatocytes, oleate lipid droplets, BODIPY imaging;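 active = lipid droplet intensity inhibited by at least 50%, with more than 500 cells counted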
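Test system: AML12 hepatocytes (mouse); reagent: oleate loading, 100 µM; dosing: one dose, 6.5 µM compound; incubation: overnight exposure; signal: fluorescence imaging, 20x objective, two fields per well; read-out basis: % inhibition of corrected integrated BODIPY droplet signal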
Lipid droplet cells 6.5 µM = recorded beside Lipid droplet, whose call it bears; cell count; measured here: cell count, cytotoxicity flag;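 cells counted across two imaged fields per well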
T cell modulator vesicle-bound % = recorded beside T cell modulator, whose call it bears; double positive events, %; measured here: CD8+ vesicle-bound cell fraction;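 binding gate set so that unloaded-vesicle control wells show 10% double positive cells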
An asterisk follows results filed as active; i = inactive. Only part of the results is shown (hit frequency here may not be typical).

Below each SMILES: T cell modulator	T cell modulator vesicle-bound %	PhoP inhibition	Lipid droplet	Lipid droplet cells 6.5 µM
[1] Cc1ccc(NC(=O)Cn2c(CCC(=O)O)ccc2-c2ccc(Cl)cc2)cc1
 : i	63.1	3.0%	-0.1	846
[2] COc1ccc2cc(C(=O)C3CCCN(C(=O)c4cncs4)C3)ccc2c1 (stereo not drawn)
 : i	28.9	9.7%	18.0	632
[3] Cc1ccc(N2C(=O)C3CCCN3C2=S)cc1C (stereo not drawn)
 : i	32.8	-0.5%	-5.4	843
[4] CCN(CC)S(=O)(=O)c1ccc(O)c(C(=O)OCC(=O)N2CCCC2)c1
 : i	26.6	-1.0%	-4.2	812
[5] COc1cc2c(cc1OC)C1CC(=O)C(CC(C)C)CN1CC2 (stereo not drawn)
 : i	13.7	-5.6%	-3.2	802
[6] C=CCN1CN(S(=O)(=O)c2cccc(Cl)c2)c2nc3ccccc3nc21
 : i	9.9	-3.2%	-1.7	721
[7] O=C(CNC(=O)N1CC(=O)Nc2ccccc21)Nc1ccc(F)c(Cl)c1
 : i	8.3	-8.0%	-16.3	732
[8] CCOC(=O)NN=C1CN(S(=O)(=O)c2ccc(C)cc2)C1
 : i	19.5	-2.5%	10.0	756
[9] COC(=O)c1ccc(CN2CCCC(C(=O)Nc3cccc(-n4cccn4)c3)C2)cc1 (stereo not drawn)
 : i	18.6	13.0%	-0.7	707
[10] O=C(c1ccc2nc(Cc3cccc(Cl)c3)oc2c1)N1CCC[C@H]1CO
 : i	9.8	-8.0%	-9.7	696
[11] CCCOc1ccccc1Cn1c(=O)oc2ccccc21
 : i	36.7	9.4%	-18.5	781
[12] CN(C)CCCN(C(=O)c1ccc(S(=O)(=O)N2CCc3ccccc3C2)cc1)c1nc2ccc(F)cc2s1
 : i	57.8	0.2%	-27.0	839
[13] Cc1nn(-c2ccccc2)c(Cl)c1C(=O)NCc1ccccc1F
 : i	27.5	5.3%	-23.6	733
[14] Cc1ccccc1C(=O)Oc1ccc(Cl)cc1C(=S)N1CCOCC1
 : i	13.5	2.5%	-43.8	715
[15] O=C(Nc1cccc(-c2cccc(Cl)c2)c1)C1CCN(Cc2ccccn2)CC1
 : i	59.8	-6.7%	-8.8	774
[16] CC(=O)c1ccc(N2CCN(C(=O)c3cc4c(C)nc5ccccc5c4o3)CC2)cc1
 : i	17.9	-12.5%	-0.6	723
[17] COc1cc2c(cc1OC)CN(S(=O)(=O)/C=C/c1ccccc1)CC2
 : i	27.9	-7.0%	-18.5	776
[18] CC(O)[C@@H](NC(=O)C1CCC(CNC(=O)[C@H](Cc2ccccc2)NC(=O)OC(C)(C)C)CC1)C(=O)O (stereo partly drawn)
 : i	68.9	2.1%	9.9	414
[19] COc1ccccc1CN1C(=O)CNC1=S
 : i	23.6	8.4%	2.2	812
[20] Nc1cc(=O)[nH]c(SCCSc2ccccc2F)n1
 : i	17.8	1.5%	0.7	820
[21] Cc1[nH]c(-c2ccc(F)cc2)cc1C(=O)N1CCN(c2ccccc2F)CC1
 : i	33.8	0.2%	-4.5	786
[22] CC(C(=O)NCc1ccccc1)N1C(=O)c2ccccc2C1=O (stereo not drawn)
 : i	25.4	-4.0%	0.8	790
[23] Cc1ccc(-c2noc(CN(C)C(=O)c3ccoc3C)n2)cc1
 : i	27.0	-5.8%	-3.3	750
[24] COc1ccc(NC(=O)CS(=O)CC(=O)Nc2cccnc2)cc1 (stereo not drawn)
 : i	10.7	6.7%	13.8	661
[25] NC(=O)C1CCN(C(=O)CCSCc2ccccc2)CC1
 : i	24.2	-0.3%	3.2	862
[26] Cc1ccc2c(nc3s/c(=C\c4ccc(-c5ccccc5C(=O)O)o4)c(=O)n32)c1C
 : i	15.8	-7.1%	-3.3	825
[27] O=C(NC1CCCN(C2Cc3ccccc3C2)C1)c1ccc(F)cc1Cl (stereo not drawn)
 : i	29.0	-0.8%	-5.7	716
[28] CCCCCCc1c(C)c2ccc(OCC(=O)N[C@@H](Cc3ccccc3)C(=O)O)cc2oc1=O
 : i	31.2	-5.7%	-1.2	794
[29] CC(C(=O)OCC(=O)c1cccc([N+](=O)[O-])c1)N1C(=O)C2C3C=CC(C3)C2C1=O (stereo not drawn)
 : i	27.2	-0.8%	5.9	833
[30] COc1ccccc1CC(=O)N1CCN(C(=O)c2ccco2)CC1
 : i	35.1	-4.5%	3.7	743
[31] CC(=O)Nc1ccc(SCC(=O)c2ccc(Br)s2)cc1
 : i	4.7	6.6%	-24.6	831
[32] Cc1ccc2nc(SCC(=O)Nc3cc(C)on3)c(C)cc2c1
 : i	45.2	6.1%	-1.4	753
[33] COc1cc(C(=O)Nc2ccc(N3CCN(C(=O)c4ccc(C)cc4)CC3)cc2)cc(OC)c1OC
 : i	22.9	-7.4%	-6.7	678
[34] FC(F)(F)c1ccc(CN2CCN(Cc3ccco3)CC2)cc1
 : i	67.3	2.3%	9.2	790
[35] CC(=O)Nc1cccc(NC(=O)c2cccc3cccnc23)c1
 : i	13.8	2.2%	-0.4	858
[36] COc1ccc(-c2cc(C(=O)N(C)Cc3ccc(OC)c(OC)c3OC)c3ccccc3n2)cc1OC
 : i	22.9	-0.6%	-6.5	658
[37] COc1ccc(NC(=O)C(=O)c2cn(CC(=O)N3CCOCC3)c3ccccc23)cc1OC
 : i	16.5	-8.2%	-10.2	707
[38] CCN(Cc1ccccc1)S(=O)(=O)c1c(C)[nH]c(C)c1C(=O)N1CCCCC1
 : i	10.6	-6.8%	-4.3	687
[39] CC(C)c1cc(C(=O)N/N=C/c2ccoc2)c(O)c(C(C)C)c1
 : i	5.5	22.6%	-16.5	813
[40] CCCSc1nnc(N2C(=O)C(O)=C(C(=O)c3ccco3)C2c2ccccc2F)s1 (stereo not drawn)
 : i	28.5	-16.9%	8.7	745

3 entries out of the list above, ordered by the value under T cell modulator vesicle-bound %, ascending:
nr	SMILES	T cell modulator	T cell modulator vesicle-bound %	PhoP inhibition
6	C=CCN1CN(S(=O)(=O)c2cccc(Cl)c2)c2nc3ccccc3nc21	i	9.9	-3.2%
40	CCCSc1nnc(N2C(=O)C(O)=C(C(=O)c3ccco3)C2c2ccccc2F)s1 (stereo not drawn)	i	28.5	-16.9%
15	O=C(Nc1cccc(-c2cccc(Cl)c2)c1)C1CCN(Cc2ccccn2)CC1	i	59.8	-6.7%

Continuation:
Below each SMILES: T cell modulator	T cell modulator vesicle-bound %	PhoP inhibition	Lipid droplet	Lipid droplet cells 6.5 µM
[41] CCc1nc2nc(C)c(NS(=O)(=O)c3ccc(Br)s3)c(=O)n2[nH]1
 : i	25.0	3.0%	-1.2	827
[42] O=C(NC1CCCCC1)c1ccc(OC2CCN(Cc3ccccn3)CC2)cc1
 : i	67.3	1.1%	-14.7	681
[43] CC(=O)Nc1ccc(NC(=O)CCCc2ccccc2)cc1
 : i	46.8	-1.7%	-1.9	810
[44] COc1ccccc1C(=O)Nc1ccnn1C1CCN(Cc2cnn(C)c2C)CC1
 : i	67.7	4.3%	0.3	768
[45] Cc1cc(NC(=O)CSc2nnc(C)o2)no1
 : i	70.3	-1.1%	27.5	602
[46] Cc1cccc(C(=O)Oc2cccc3c(O)cccc23)c1
 : i	39.9	0.1%	-0.7	833
[47] COc1ccc(C(=O)NCCCNC(=O)c2cnccn2)cc1Br
 : i	43.5	-3.0%	6.3	801
[48] CCc1nnc(NC(=O)CCNC(=O)c2ccco2)s1
 : i	52.7	5.0%	12.9	817
[49] O/N=C\c1cnc(N2CCN(c3ccccc3)CC2)s1
 : i	55.0	-4.5%	6.7	758
[50] COc1ccc(Cl)cc1NC(=O)CSc1nc(NS(=O)(=O)c2ccc(C)cc2)cc(=O)[nH]1
 : i	36.8	3.9%	-6.1	747
[51] CC(=O)Nc1ccc(S(=O)(=O)NCCC(=O)N2CCc3ccccc32)cc1
 : i	49.5	-6.0%	-17.0	730
[52] CC(C)CNC(=O)CN1C(=O)NC2(CCc3ccccc32)C1=O (stereo not drawn)
 : i	15.7	4.9%	4.3	726
[53] CCc1ccc(Nc2n[n+](-c3ccccc3)c(-c3ccc(C(=O)O)cc3)s2)cc1
 : i	22.3	-13.1%	-5.0	782
[54] CS(=O)(=O)Nc1ccc(S(=O)(=O)N2CCCCCC2)cc1
 : i	17.6	5.5%	9.8	745
[55] CC(=O)Oc1ccc(OC(C)=O)c(S(=O)(=O)c2ccc(C)c(C)c2)c1
 : i	31.6	-1.1%	2.0	840
[56] COc1ccccc1C(=O)NCCC(=O)N1CCCC(C(F)(F)F)C1 (stereo not drawn)
 : i	38.2	-5.0%	-5.3	632
[57] CCn1c(SCC(=O)N2CCCC(C)C2)nc2c1c(=O)n(C)c(=O)n2C (stereo not drawn)
 : i	19.2	-4.4%	-3.6	864
[58] O=C(NCc1ccccc1)c1cc(-c2ccncc2)nc2ccccc12
 : i	29.3	3.9%	-15.1	725
[59] CC(=O)n1nc(-c2ccncc2)nc1SCC(=O)Nc1cccc(Cl)c1
 : i	43.5	-0.7%	11.2	846
[60] N#CC1(NC(=O)COC(=O)CCCN=C2NS(=O)(=O)c3ccccc32)CCCCC1
 : i	34.5	-0.4%	4.4	863

A different layout for four compounds above:
(47) COc1ccc(C(=O)NCCCNC(=O)c2cnccn2)cc1Br
  T cell modulator = i
  T cell modulator vesicle-bound % = 43.5
  PhoP inhibition = -3.0%
  Lipid droplet = 6.3
  Lipid droplet cells 6.5 µM = 801

(54) CS(=O)(=O)Nc1ccc(S(=O)(=O)N2CCCCCC2)cc1
  T cell modulator = i
  T cell modulator vesicle-bound % = 17.6
  PhoP inhibition = 5.5%
  Lipid droplet = 9.8
  Lipid droplet cells 6.5 µM = 745

(53) CCc1ccc(Nc2n[n+](-c3ccccc3)c(-c3ccc(C(=O)O)cc3)s2)cc1
  T cell modulator = i
  T cell modulator vesicle-bound % = 22.3
  PhoP inhibition = -13.1%
  Lipid droplet = -5.0
  Lipid droplet cells 6.5 µM = 782

(55) CC(=O)Oc1ccc(OC(C)=O)c(S(=O)(=O)c2ccc(C)c(C)c2)c1
  T cell modulator = i
  T cell modulator vesicle-bound % = 31.6
  PhoP inhibition = -1.1%
  Lipid droplet = 2.0
  Lipid droplet cells 6.5 µM = 840

Next section
Below each SMILES: T cell modulator	T cell modulator vesicle-bound %	PhoP inhibition	Lipid droplet	Lipid droplet cells 6.5 µM
[61] Cc1ccc2cc(NC(=O)CC(CC(=O)O)c3ccccc3)ccc2n1 (stereo not drawn)
 : i	44.3	-4.3%	-21.9	720
[62] COc1ccc(CNC(=S)Nc2ccc(Br)cc2)cc1
 : i	44.8	-4.8%	-4.8	826
[63] COc1ccc2c(c1)C(=O)C(=O)N2CCS(=O)(=O)c1ccccc1
 : i	7.7	6.0%	-15.4	701
[64] O=C(c1ccco1)N1CCN(C(=O)c2ccc(CS(=O)c3ccc(F)cc3)o2)CC1 (stereo not drawn)
 : i	9.1	-3.6%	-0.4	779
[65] O=[N+]([O-])c1cccnc1NCCc1c[nH]c2ccccc12
 : i	7.3	-3.6%	3.8	337
[66] CC(CN1CCCCC1)OC(=O)COc1ccc(Br)cc1 (stereo not drawn)
 : i	50.6	-0.8%	1.3	802
[67] CC(=O)N1c2ccc(S(=O)(=O)N3CCC(C(=O)Nc4ccc(F)cc4)CC3)cc2CC1C (stereo not drawn)
 : i	11.3	0.5%	-7.3	722
[68] CCC(=O)N(Cc1cc2ccc(C)cc2[nH]c1=O)c1ccccc1OC
 : i	55.6	-5.4%	-7.9	763
[69] CC1CC(=O)N(CC(=O)NCc2ccccc2)c2ccccc2S1(=O)=O (stereo not drawn)
 : i	15.4	-14.5%	-58.7	690
[70] CCOC(=O)C1CCN(C(=O)Cn2c(=O)c3cccn3c3cccnc32)CC1
 : i	15.6	-6.3%	7.0	726
[71] COc1cccc(-c2cccc(NC(=O)C3CCN(C4CCC4)CC3)c2)c1
 : i	18.6	-5.7%	-2.7	835
[72] CCc1c(C)nc(N2CCN(c3ccc(F)cc3)CC2)[nH]c1=O
 : i	51.8	-6.0%	-7.4	791
[73] CN(C)C(CNC(=O)c1coc2ccccc2c1=O)c1ccccc1 (stereo not drawn)
 : i	25.1	14.9%	-15.6	797
[74] COc1cccc(NC(=O)[C@H](CC(C)C)NC(=O)N2CCn3c2nc2ccccc23)c1
 : i	30.2	-0.8%	-10.7	765
[75] COc1ccc(N2CCN(CCCNC(=O)c3ccc(CS(=O)(=O)c4ccc(OC)cc4)o3)CC2)cc1
 : i	32.8	-7.4%	-8.2	690
[76] O=C1CCC(C(=O)N2CCN(c3ccc(F)cc3)CC2)CN1CC1CCCCC1 (stereo not drawn)
 : i	17.1	-3.3%	-36.2	748
[77] CCCc1ccc(C2=Nn3c(nnc3C(C)C)SC2)cc1
 : i	14.5	-0.2%	-2.8	802
[78] CN(CC(=O)NCc1ccccc1Cl)S(=O)(=O)c1cccs1
 : i	24.9	6.5%	-22.2	791
[79] CC(=O)c1ccc(NC(=O)c2ccc([N+](=O)[O-])o2)cc1
 : i	58.1	1.8%	0.8	804
